TAAR1 ag: human TAAR1 agonism; Q96RJ0; CHO RD-HGA16 TAAR1, Fluo-8 calcium fluorescence; vehicle wells 0%, saturating PEA agonist 100%; activation, % at 3 µM; 360,000 tested, 0.99% active;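 active = activation above the mean activation of all test compounds in the run plus 3 SD, cut at about 38% in these data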
Target sequence (Q96RJ0 whole entry, looked up): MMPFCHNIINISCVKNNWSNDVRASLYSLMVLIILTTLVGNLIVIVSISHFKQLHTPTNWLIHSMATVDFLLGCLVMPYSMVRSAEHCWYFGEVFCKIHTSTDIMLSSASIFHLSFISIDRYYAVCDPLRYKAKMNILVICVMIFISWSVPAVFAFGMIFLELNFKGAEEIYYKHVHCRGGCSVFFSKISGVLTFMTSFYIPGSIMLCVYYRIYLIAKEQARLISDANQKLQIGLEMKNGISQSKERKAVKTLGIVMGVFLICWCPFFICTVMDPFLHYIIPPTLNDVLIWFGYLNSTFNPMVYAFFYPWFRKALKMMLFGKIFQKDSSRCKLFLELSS
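Test system: RD-HGA16 (CHO) cells co-expressing Gα16 and hTAAR1 | Doses: Single dose, 3 µM | Schedule: 17-24 h seeding, 75 min 37 °C dye, 30 min RT | Evaluation: % activation from peak over basal fluorescence ratio, DMSO-to-PEA scaled | Technique: Kinetic Fluo-8 calcium fluorescence | Benchmarks: Low control DMSO, high control PEA (EC100)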
CHRM1 PAM: positive allosteric modulators of human M1 muscarinic receptor; P11229; CHO-K1 hM1, Fluo-8 calcium fluorescence, ACh EC20; 0% = ACh EC20, 100% = maximal ACh; activation, % at 3 µM; 360,000 tested, 0.088% active; in the data active = activation above about 19%, passing the limit was not always enough
CHRM4 agonist: CHRM4 agonism in calcium assay | P08173 | CHO-K1 hM4/Gqi5, Fluo-8 calcium fluorescence; vehicle 0%, full acetylcholine response 100% | activation, % at 3 µM | 360,000 tested, 0.14% active;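 active = activation above the run mean over all test wells plus 3 SD, cut at about 32% in these data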;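 note: peak over basal fluorescence ratio per well then scaled between controls; 0% = DMSO wells and 100% = acetylcholine at EC100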
Target sequence (P08173 whole entry, looked up): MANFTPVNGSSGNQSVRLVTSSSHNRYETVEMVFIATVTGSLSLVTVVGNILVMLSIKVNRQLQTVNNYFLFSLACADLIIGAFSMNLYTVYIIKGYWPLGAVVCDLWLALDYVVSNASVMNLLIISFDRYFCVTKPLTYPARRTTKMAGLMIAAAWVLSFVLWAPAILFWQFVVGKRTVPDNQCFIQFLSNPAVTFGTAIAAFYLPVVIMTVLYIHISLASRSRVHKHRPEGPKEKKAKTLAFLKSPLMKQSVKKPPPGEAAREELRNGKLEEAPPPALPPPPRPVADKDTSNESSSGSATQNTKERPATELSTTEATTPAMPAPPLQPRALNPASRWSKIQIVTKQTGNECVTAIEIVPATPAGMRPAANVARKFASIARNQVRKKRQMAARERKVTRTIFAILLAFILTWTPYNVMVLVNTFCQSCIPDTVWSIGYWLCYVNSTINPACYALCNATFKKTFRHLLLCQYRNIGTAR
M4 antag: CHRM4 antagonism in calcium assay. 360,000 tested, 0.73% active. inhibition, % at 3 µM. P08173. CHO-hM4 cells, ACh EC80, Fluo-8 calcium fluorescence. AID 624125;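 active = inhibition above its plate's cutoff, the mean inhibition of sample wells plus 3 SD, cut at about 27% in these data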;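 note: 0% = acetylcholine EC80 with DMSO and 100% = DMSO without agonist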
M5 antag: blocks acetylcholine activation of human M5 receptor | AID 624040 | inhibition, % at 3 µM | 360,000 tested, 0.59% active | CHO-hM5 cells, Fluo-8 calcium fluorescence, ACh EC80;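 active = inhibition above a per-plate cutoff, the mean of that plate's test compounds plus 3 SD, cut at about 27% in these data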;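 note: 0% = acetylcholine EC80 with DMSO and 100% = DMSO without agonist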
CHRM1 antagonist: blocks human M1 muscarinic receptor | P11229 | CHO-K1 hM1, Fluo-8 calcium fluorescence, ACh EC80 antagonist | inhibition, % at 3 µM | 360,000 tested, 1.3% active;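 active = percent inhibition above its own plate's cutoff, namely the mean of that plate's compound wells plus 3 SD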;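 note: peak over basal fluorescence ratio during 140 s after agonist addition; 0% = ACh EC80 plus DMSO and 100% = DMSO alone without agonist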
CHRM5 agonist: CHRM5 agonism in calcium assay. P08912. CHO-K1 hM5 cells, Fluo-8 calcium fluorescence; 0% DMSO wells, 100% maximal acetylcholine response. activation, % at 3 µM. 360,000 tested, 0.19% active;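 active = activation above the run's mean over test compounds plus 3 SD, cut at about 23% in these data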;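 note: signal is peak over basal fluorescence ratio across the kinetic read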
CHRM5 PAM: potentiates acetylcholine response at human M5 receptor; P08912; CHO-K1 hM5, Fluo-8 calcium, ACh EC20 PAM; 0% = ACh EC20, 100% = ACh EC100; activation, % at 3 µM; 360,000 tested, 0.3% active;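 active = activation above the run cutoff, the mean activation of all test compounds plus 3 SD, cut at about 18% in these data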
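Test system: CHO-K1 hM5 cells / Doses: single-point, 3 µM nominal / Times: Post-acetylcholine fluorescence recording 140 s / Technique: Fluo-8 calcium fluorescence / Measure: Max/basal fluorescence ratio as % of EC20–EC100 ACh window / Benchmarks: low control EC20 acetylcholine (0%), high control EC100 acetylcholine (100%) / Replicates: one well per compound, no replicates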
M1 ag: human M1 muscarinic receptor agonism; CHO-K1 hM1, Fluo-8 calcium fluorescence, agonist mode; 0% DMSO, 100% acetylcholine EC100; activation, % at 3 µM; 360,000 tested, 0.33% active; AID 588814;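 active = activation above the run's mean compound activation plus 3 SD, cut at about 16% in these data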;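 note: peak over basal fluorescence ratio within a 140 s kinetic read after compound addition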
* = called active by the depositor; nt = not tested or not shown.

Structure	TAAR1 ag	CHRM1 PAM	CHRM4 agonist	M4 antag	M5 antag	CHRM1 antagonist	CHRM5 agonist	CHRM5 PAM	M1 ag
O=C(OCC(=O)C12CC3CC(CC(C3)C1)C2)c1ccccc1O	0	13	1	-13	-9	-23	4	3	0
Cc1cc(N(CN2CCCC2=O)C(=O)c2ccccc2)no1	4	9	1	17	6	-6	1	-3	-7
CC(=O)Nc1ccc(S(=O)(=O)N[C@@H](C)C(=O)N(C)Cc2cccs2)cc1	1	14	1	-5	-9	-12	1	2	0
Cc1cc(NC(=O)c2ccccc2[N+](=O)[O-])ccc1Br	2	4	3	-6	-16	4	-4	3	-9
N#CCC(=O)Nc1ccc(C(=O)OCC(=O)N(Cc2ccccc2)C2CCS(=O)(=O)C2)cc1 (stereo unspecified)	10	0	0	5	-3	-2	-3	2	-1
O=C(NCc1ccccn1)c1ccc(S(=O)(=O)Nc2ccccc2F)cc1	2	-2	1	4	4	0	-8	0	-5
CCOC(=O)C1CCCN(C(=O)c2ccc(C)c(S(=O)(=O)N3CCCCC3)c2)C1 (stereo unspecified)	-2	11	6	9	19	7	1	-11	1
O=C(O)c1ccc(/C=N/Nc2nnnn2-c2ccccc2)cc1	1	7	1	-8	2	-15	-5	-4	-3
CCc1nc(NCCCn2ccnc2)c2oc3ccccc3c2n1	-1	0	1	4	-1	-10	-5	7	-5
Cc1cc(C)c(NC(=O)/C(=C/c2ccccc2)c2ccccc2)c(C)c1	3	9	-2	2	4	-6	-4	-1	-7
O=C(CSc1nncs1)NC1CCCCCCC1	0	6	1	-6	1	-9	4	0	-3
O=C(NCCc1ccc(Cl)cc1)C1CC(=O)N(C2CCCC2)C1 (stereo unspecified)	15	3	1	1	-2	-8	0	-4	0
C/C(=N\NC(=O)c1c(Cl)c(C)nn1C)c1cccc(NC(=O)C2CCCC2)c1	5	6	2	-3	-2	-10	-3	3	-1
CCCn1nc(C(=O)NNC(=O)CCCOc2ccc(OC)cc2)c2ccccc2c1=O	11	3	0	9	3	-3	0	7	-4
CC(=O)Nc1ccc(S(=O)(=O)NCC2CCC(C(=O)NCCCN3CCCC3=O)CC2)cc1 (stereo unspecified)	5	5	0	8	3	-6	1	1	-2
CCCNC(=O)C1(C)CCN(C(=O)/C=C/c2ccccc2)C1 (stereo unspecified)	0	-8	1	-7	2	22	-1	-1	-5
CCCc1ccc(S(=O)(=O)N(C)S(=O)(=O)c2ccc(F)cc2)cc1	3	1	3	6	2	-14	-5	-3	-5
COC(=O)c1ccc2nc(-c3ccccc3)c(Cc3ccsc3)n2c1	1	-4	2	-9	-2	-11	-5	-9	-2
CCCCNC(=O)C1c2ccccc2OCC(=O)N1Cc1cccnc1 (stereo unspecified)	1	nt	1	-5	-3	nt	0	1	nt
COc1cc2cc(CN(C(=O)Nc3ccccc3)C3CCCC3)c(=O)[nH]c2cc1OC	0	5	1	-10	-9	-3	0	3	-4
CC(C)CCNC(=O)CN(C)S(=O)(=O)c1cccc2nsnc12	0	9	1	-1	-2	-9	0	-4	-4
O=C(CCC1CCCC1)Nc1ccc([N+](=O)[O-])cn1	6	8	-2	0	-2	-18	-7	-5	-7
Cc1ccc(S(=O)(=O)N(CC(O)CN2CCCCC2)c2cccc([N+](=O)[O-])c2)cc1 (stereo unspecified)	4	4	0	-7	13	5	-7	2	-10
Fc1ccc(NC(=S)N2CCN(c3cccc(C(F)(F)F)c3)CC2)cc1	5	-13	12	10	15	28	-1	-17	-8
CC(C)[C@H](NS(=O)(=O)c1cccc(C(F)(F)F)c1)C(=O)OCC(N)=O	2	9	2	12	5	-12	-3	6	-2
O=[N+]([O-])c1ncc(Br)cc1Nc1ccccc1	0	7	0	6	-4	-4	-4	6	-7
CCCNC(=O)[C@@H]1CCCN1C(=O)[C@@H]1Cc2ccccc2CN1	-1	11	0	4	5	-6	-1	-1	0
Cc1cc(COc2ccccc2)oc1C(=O)O	6	5	0	-11	-10	7	5	5	0
O=C(c1cccc(-n2cccc2)c1)N1CCN(S(=O)(=O)c2ccc(F)cc2)CC1	3	11	3	-11	2	-9	-1	1	1
Clc1cccc(-c2nc3ccc(Cl)cn3c2Cc2ccccc2)c1	-2	-4	-1	1	7	-13	-2	5	-3
CC(=O)c1ccccc1OCCn1nc(C(=O)O)c2ccccc2c1=O	16	-4	5	2	8	2	4	-6	0
COC(=O)C1=C(C)N=C2SC(C#N)=C(N)N2C1c1ccc(OC)cc1 (stereo unspecified)	5	11	2	-1	-2	-4	2	2	-2
Cc1cccn2c(CN[C@@H]3CCCC[C@H]3c3ccccc3)c(C(=O)N3CCOCC3)nc12	8	-4	12	-12	3	2	5	-5	-2
FC(F)(F)c1cccc(-c2ccn3ncnc3n2)c1	-2	15	1	2	6	-15	1	1	-4
CC(=O)Nc1ccccc1OC(C)C(=O)NC(C)c1ccc(F)cc1 (stereo unspecified)	15	4	1	0	-5	11	0	4	-4
CCNC(=S)NN=C1CCC(C(C)(C)C)CC1 (stereo unspecified)	0	15	0	-3	1	-7	0	-1	-6
COc1ccc(CCN(C)C2CCCN(S(C)(=O)=O)C2)cc1OC (stereo unspecified)	1	19	0	-5	-13	-27	0	1	-2
C[C@@H](C(=O)Nc1nccs1)N1C(=O)C2CC=CCC2C1=O (stereo partly specified)	2	9	0	1	-1	-16	6	13	-2
COc1ccc(C(=O)[C@@H]2CC[C@](C)(C(=O)O)C2(C)C)cc1	4	2	2	-15	6	-6	1	1	-1
O=c1[nH]c(C2CCN(S(=O)(=O)c3cccc(C(F)(F)F)c3)CC2)nc2c1nnn2Cc1cccc(F)c1	1	4	0	19	6	1	-2	2	-7
CC(=O)Nc1cccc(-c2cc(NC(C)=O)c3ncc(-c4ccc(F)cc4)n3c2)c1	7	9	14	-6	3	-10	2	-8	1
CCOC(=O)CN(C#N)c1nc(C)cc(C)n1	2	8	0	-5	4	-9	-6	5	-2
C/C(Cl)=C\Cn1c(N2CCCC2)nc2c1c(=O)[nH]c(=O)n2C	5	2	1	3	3	-3	-1	-4	-5
COCCN(C(=O)c1cccc(-n2cnnn2)c1)c1c(N)n(CC(C)C)c(=O)[nH]c1=O	3	5	0	-5	4	-7	3	-2	-2
CCc1nnc(NC(=O)[C@@H]2CCCN2S(=O)(=O)c2ccc3c(c2)OCCO3)s1	-2	7	2	-15	-9	-4	1	5	0
COc1cc2nc(CN3CCOCC3)n(CC(=O)NCC(F)(F)F)c(=O)c2cc1OC	0	10	0	-5	-2	-2	3	1	1
COc1ccc(C(=O)Nc2ccccc2C(=O)NC(C(=O)NCc2ccco2)C(C)C)cc1 (stereo unspecified)	11	1	2	-4	-1	-2	-2	2	-2
COc1ccc(CN2CCC(Oc3ccc(C(=O)N4CCCC4)cc3)CC2)c(F)c1	4	-23	2	25	10	61*	-8	-8	-6
COc1cccc(NC(=S)NCc2ccc(F)cc2)c1	3	2	5	0	6	-12	-2	-3	-3
COc1cc2c(cc1OC)C(Cc1ccc(O)cc1)N(C)CC2 (stereo unspecified)	3	1	1	-3	0	-5	1	0	-6
O=S(=O)(c1ccccc1)n1nc(-c2ccccc2)nc1NCc1ccco1	19	-4	-1	1	17	-11	-7	-8	-2
COc1ccc(S(=O)(=O)NN=C2CCCC2)cc1	13	-2	-1	-3	3	0	-1	-6	-4
Cc1cc(C)cc(N2C(=O)c3nccnc3C2=O)c1	0	6	1	-9	-4	-4	-1	0	-4
COc1ccc(-c2nn(CCC(=O)O)cc2/C=N/NC(N)=S)cc1	1	3	1	5	-11	-20	-1	4	-1
CC(=O)c1ccc(N2C(=O)[C@@H]3[C@H](C2=O)[C@H]2c4ccccc4C=NN2[C@@H]3C(C)=O)cc1	3	9	2	-2	-2	-19	2	0	-1
COC(=O)c1nnn(-c2nonc2N)c1CSCCO	9	7	1	6	3	-32	-1	0	-1
Cc1cccc(C)c1NCC(=O)N1CCN(Cc2ccccc2)CC1	3	5	2	6	1	-11	-1	-4	-6
CC(C)c1ccc(NC(=O)C(c2ccc3c(c2)OCO3)N2CCC3(CC2)OCCO3)cc1 (stereo unspecified)	3	2	-1	-1	-1	-16	0	3	-3
Clc1ccc(C=Cc2ccccn2)cc1	-2	11	-1	-3	4	-20	3	-6	-4
Cc1ccc(N2CCN(C(=O)c3ccccc3F)CC2)c(C)c1	8	3	3	-8	-2	-7	-3	-5	-6

Further results.
Structure	TAAR1 ag	CHRM1 PAM	CHRM4 agonist	M4 antag	M5 antag	CHRM1 antagonist	CHRM5 agonist	CHRM5 PAM	M1 ag
CCN(CC)CCCC(C)Nc1nccc2c(Cl)cccc12 (stereo unspecified)	1	3	1	-3	-2	-15	-8	7	-8
COc1ccc(S(=O)(=O)Nc2cccc3c2O[C@H](CN(C)Cc2ccccc2)[C@@H](C)CN([C@H](C)CO)C3=O)cc1	0	8	3	-3	2	-6	-1	14	-4
COc1ccc(C(=O)N/C(=C\c2cn(S(=O)(=O)N(C)C)c3ccccc23)C(=O)N2CCN(C)CC2)cc1	2	2	4	6	4	-2	-5	-2	-5
COc1ccc2c(-c3ccc(SC)cc3)c(-c3ccc(S(C)(=O)=O)cc3)sc2c1	1	9	2	7	8	1	0	2	-1
O=C1S/C(=C\c2ccc(O)c([N+](=O)[O-])c2)C(=O)N1c1ccccc1Cl	7	-3	8	-3	6	8	6	-14	0
O=C(N/C(=C/c1cccnc1)C(=O)N1CCOCC1)c1ccccc1Cl	1	18	0	0	-1	-25	2	9	1
CCCCCNc1c(C(=O)OCC)c(=O)[nH]c2ccccc12	16	4	4	2	0	-9	8	-12	2
Cc1ccc2nc(CCl)[n+]([O-])c(-c3ccccc3)c2c1	-2	11	0	-6	-8	-17	1	6	-6
COc1ccc(S(=O)(=O)Nc2ccc3c(c2)CC(=O)N([C@H](C)CO)C[C@H](C)[C@H](CN(C)C(=O)Nc2ccc4c(c2)OCO4)O3)cc1	12	6	-1	-2	5	-21	-1	-3	-5

No new results follow: entries from further up.
Structure	TAAR1 ag	CHRM1 PAM	CHRM4 agonist	M4 antag	M5 antag	CHRM1 antagonist	CHRM5 agonist	CHRM5 PAM	M1 ag
Cc1ccc2nc(CCl)[n+]([O-])c(-c3ccccc3)c2c1	-2	11	0	-6	-8	-17	1	6	-6
COc1ccc(S(=O)(=O)Nc2ccc3c(c2)CC(=O)N([C@H](C)CO)C[C@H](C)[C@H](CN(C)C(=O)Nc2ccc4c(c2)OCO4)O3)cc1	12	6	-1	-2	5	-21	-1	-3	-5

3 of the entries above in order of the CHRM5 agonist value, low to high:
compound | CHRM1 PAM | CHRM4 agonist | M4 antag | M5 antag | CHRM1 antagonist | CHRM5 agonist | CHRM5 PAM | M1 ag
CCN(CC)CCCC(C)Nc1nccc2c(Cl)cccc12 (stereo unspecified) | 3 | 1 | -3 | -2 | -15 | -8 | 7 | -8
COc1ccc(C(=O)N/C(=C\c2cn(S(=O)(=O)N(C)C)c3ccccc23)C(=O)N2CCN(C)CC2)cc1 | 2 | 4 | 6 | 4 | -2 | -5 | -2 | -5
O=C1S/C(=C\c2ccc(O)c([N+](=O)[O-])c2)C(=O)N1c1ccccc1Cl | -3 | 8 | -3 | 6 | 8 | 6 | -14 | 0

Not all compounds are listed; the hit share may differ from the screen's.
